PV pol inh = inhibitors of poliovirus RNA polymerase binding and polymerization; P03300; poliovirus polymerase elongation, fluorescence polarization; stronger effect = lower value; % elongation, % (compound at 16.7 µg/mL); 0.66% of 150,000 active; AID 588519; in the data active = % elongation below about 90%; also: some results filed as inactive read as strong as hits
Target sequence (P03300 1749-2209 limits assumed): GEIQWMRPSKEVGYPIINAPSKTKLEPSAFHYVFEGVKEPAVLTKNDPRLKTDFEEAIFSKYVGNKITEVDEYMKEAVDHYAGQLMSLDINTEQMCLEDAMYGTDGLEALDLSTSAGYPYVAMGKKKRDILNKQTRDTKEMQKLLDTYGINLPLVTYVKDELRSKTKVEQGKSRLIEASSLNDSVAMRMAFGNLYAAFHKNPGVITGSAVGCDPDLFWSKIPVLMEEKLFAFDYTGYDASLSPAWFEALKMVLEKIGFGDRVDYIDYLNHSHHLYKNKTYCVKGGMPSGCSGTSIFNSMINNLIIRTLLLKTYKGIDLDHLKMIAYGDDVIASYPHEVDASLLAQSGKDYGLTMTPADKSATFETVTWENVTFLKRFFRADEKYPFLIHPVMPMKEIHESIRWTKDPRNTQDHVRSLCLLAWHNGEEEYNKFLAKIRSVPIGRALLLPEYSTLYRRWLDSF
PV pol inh FP z-score = recorded beside PV pol inh, whose call it bears; z-score; measured here: FP z-score; hits read low
* = called active by the depositor; & = joins results of further samples. Not all compounds are listed; rates above refer to the full screens.

Preview:
SMILES	PV pol inh	PV pol inh FP z-score
CC(=O)N1CCOc2cc(S(=O)(=O)N3CCCCC3)ccc21	103.0	0.8
CCOC(=O)C1CCCN(C(=O)S(=O)(=O)c2ccc(-c3ccccn3)s2)C1 (centres undefined)	110.0	0.8
CCN(Cc1cc2ccccc2[nH]c1=O)c1ccc(OC)cc1	101.0	-0.6
[S-]c1n[n+]2c(-c3ccccc3)cc(-c3ccccc3)nc2s1	105.0	0.6
O=C(Nc1cccc(Cl)c1Cl)c1cc(S(=O)(=O)N2CCCc3ccccc32)ccc1F	104.0	-0.8
NC(=O)CSc1nnc(-c2ccc(S(=O)(=O)N3CCCC3)cc2)o1	103.0	0.3

The whole of this part, repeating the preview:
SMILES	PV pol inh	PV pol inh FP z-score
CC(=O)N1CCOc2cc(S(=O)(=O)N3CCCCC3)ccc21	103.0	0.8
CCOC(=O)C1CCCN(C(=O)S(=O)(=O)c2ccc(-c3ccccn3)s2)C1 (centres undefined)	110.0	0.8
CCN(Cc1cc2ccccc2[nH]c1=O)c1ccc(OC)cc1	101.0	-0.6
[S-]c1n[n+]2c(-c3ccccc3)cc(-c3ccccc3)nc2s1	105.0	0.6
O=C(Nc1cccc(Cl)c1Cl)c1cc(S(=O)(=O)N2CCCc3ccccc32)ccc1F	104.0	-0.8
NC(=O)CSc1nnc(-c2ccc(S(=O)(=O)N3CCCC3)cc2)o1	103.0	0.3
O=C(Nc1ncccn1)c1cccc(F)c1	107.0	0.4
CCN(c1ccccc1)S(=O)(=O)c1ccc(C(=O)NCCCN2CCCC2=O)cc1	96.0	-1.2
CCC(C)N1Cc2ccccc2N(CC)C1c1ccccc1F (centres undefined)	103.0	0.5
O=C1CCC(C(=O)N2CCN(c3ccc(F)cc3)CC2)=NN1	102.0	0
COC(=O)c1c(N)oc2c(-c3cccc(C(F)(F)F)c3)c3c(C(=O)OC)c(N)oc3cc12	103.0	0.1
CN(C(=O)Cn1ncc2c1-c1ccccc1OC2)c1ccccc1F	99.0	-1
Cc1ccc(S(=O)(=O)NCCc2nnc3ccc(SCC(N)=O)nn23)cc1	100.0	-0.8
CCOC(=O)N1CC=C2C(C#N)=C(N)C(C#N)(C#N)C(c3ccc(CC)cc3)C2C1 (centres undefined)	100.0	-0.4
Cn1c(SC(C#N)Cc2ccccc2)nnc1-c1ccc(C(C)(C)C)cc1 (centres undefined)	102.0	-0.2
O=c1c2cnc(NCc3cccnc3)nc2ccn1Cc1cccnc1	100.0	-0.2
O=C(CCn1c(=O)c2cccn2c2ccc(F)cc21)NCc1ccccc1	101.0	-0.3
CC(C)CC(=O)Nc1c(C(=O)N2CCN(c3ccccc3)CC2)oc2ccccc12	110.0	0.6
COc1ccccc1N1CCN(S(=O)(=O)c2c(C)ccc3nsnc23)CC1	106.0	0.3
CN(C(=S)SCc1ccccc1)c1ccccc1	101.0	-0.1
O=C(COC(=O)C1CC1)NCc1ccccc1	103.0	0
CNC(=S)N(CCCn1ccnc1)Cc1c(F)cccc1Cl	100.0	-0.3
COc1ccc(N2C(=O)C3SC(N)=C(C#N)C(c4ccco4)C3C2=O)cc1 (centres undefined)	95.0	-0.9
Cc1ccc(/C=N/N2C(C)CCCC2C)cc1 (centres undefined)	105.0	0.3
CN(C(=O)CSc1cn(CC(=O)N2CCCCCC2)c2ccccc12)c1ccccc1	119.0	0.4
O=S(=O)(CCSc1nccc(-c2cccs2)n1)c1ccc(F)cc1	101.0	-0.3
O=C(/C=C/c1ccccc1)Nc1cccnc1	99.0	0
O=C1CCCc2nc3nc4ccccc4n3cc21	101.0	-0.4
CCN(C(=O)CSc1nc2ccccc2[nH]1)c1ccccc1	114.0	1.1
CC(=O)NC1CC2CCCC(C1)N2S(=O)(=O)c1ccccc1 (centres undefined)	102.0	0
CCC(=O)N1CCc2cc(S(=O)(=O)NC(C(=O)NCCc3ccccc3)C(C)C)ccc21 (centres undefined)	101.0	-0.4
COc1cc2ccccc2cc1C(=O)Nc1cccc(-c2nc3cc(C)ccc3o2)c1C	104.0	0.2
Cc1ccc(Cn2nccc2NC(=O)c2cccnc2Sc2ccccc2)o1	99.0	-0.9
Cc1ccc(S(=O)(=O)NCC2CCC(C(=O)N(C)Cc3ccccc3)CC2)cc1 (centres undefined)	107.0	0.5
COc1ccc(O)c(/C=N/NC(=O)c2ccn(Cc3ccc(Cl)cc3)n2)c1	101.0	0.4
COc1ccc(-c2nc(CS(=O)CC(=O)NC(C)c3ccccc3)c(C)o2)cc1OC (centres undefined)	101.0	-0.3
O=C(C1CCCN(S(=O)(=O)c2ccc3nc(-c4ccccc4)[nH]c3c2)C1)N1CCc2ccccc21 (centres undefined)	103.0	0.6
N#Cc1ccc(CSc2nnc(-c3cccs3)n2-c2ccccc2)cc1	102.0	-0.2
[N-]=C=C1C(=O)N(CCc2ccccc2)C(=O)[C@H]([n+]2ccccc2)[C@H]1c1ccc(Cl)cc1	69.0*	-2.6*
O=C(NCC(O)c1ccccc1)Nc1ccc2c(c1)CCO2 (centres undefined)	104.0	0.9
CC1[N+](=O)C(c2ccccc2)=C(c2ccccc2)N([O-])C1(C)C (centres undefined)	99.0	0
CCOC(=O)c1c(C)c(-c2ccccc2)n(CC(=O)NCCc2cccc(C)c2)c1C	103.0	-0.5
CC(C)c1ccc(C2CC(=O)N3CN(C4CCCCC4)CSC3=C2C#N)cc1 (centres undefined)	81.0*	-3.5*
Cc1c(Cl)cccc1NC(=O)Cn1c(=O)n(Cc2ccco2)c(=O)c2oc3ccccc3c21	104.0	-0.5
O=C(COc1ccccc1)NC1CC(=O)N(c2ccc3c(c2)OCCO3)C1 (centres undefined)	99.0	-2
CSc1nsc(SCC(=O)OC2CC3CCC2(C)C3(C)C)n1 (centres undefined)	102.0	0.6
CCN1/C(=C2\C(=O)N(c3ccc(Cl)cc3)N=C2C)C=Cc2ccccc21	100.0	-0.7
CN(C)C(=O)C1Cc2ccccc2CN1S(=O)(=O)c1ccc(F)cc1 (centres undefined)	103.0	0.2
CCCCC[C@H](O)/C=C/[C@H]1C=CC(=O)[C@@H]1C/C=C\CCCC(=O)O	101.0&99.0	0.1&-0.3
CSc1nnc(SCC(=O)Nc2c(C#N)c(C)c(C)n2Cc2ccco2)s1	106.0	0.8
O=C(NCc1cccs1)C1CCN(C(=O)N2CCOc3ccccc32)CC1	104.0	-0.4
O=C(CSc1ccccc1)NN1C(=O)c2ccccc2C1=O	101.0	0
COc1ccc(-c2nc(CS(=O)CC(=O)NCC3CCCO3)c(C)o2)cc1 (centres undefined)	101.0	-0.4
COc1ccc(NC(=O)C2CCCN(S(=O)(=O)c3ccc4[nH]c(=O)ccc4c3)C2)cc1OC (centres undefined)	118.0	0.3
Cc1ccc(S(=O)(=O)N(CC(=O)Nc2cccnc2)c2cc(Cl)ccc2C)cc1	94.0	-1.3
Cc1ccc(C(=O)c2oc3ccccc3c2NC(=O)c2ccco2)cc1	105.0	0.9
CCc1ccc(NC(=O)c2ccnc(-n3cnnc3)c2)cc1	103.0	0.2
CCOC(=O)c1cnc(Nc2nc3ccccc3o2)nc1C	100.0	-0.1
CCn1c(SCCC#N)nnc1-c1ccncc1	102.0	0.3
COc1ccc2c(C)c(CC(=O)NCc3ccc(C)cc3)c(=O)oc2c1OC	109.0	0.4

Additional structures follow:
SMILES	PV pol inh	PV pol inh FP z-score
CC(C)C(=O)Nc1ccc(-c2nc3ccc(NC(=O)C(C)C)cc3[nH]2)cc1	103.0	0
Cc1ccc(CSc2nc3cnn(C)c3c(=O)n2Cc2ccccc2)cc1	102.0	0.5
CCCC(C)C(=O)Nc1nnc(Cc2ccc(OC)cc2)s1 (centres undefined)	101.0	-0.3
Cc1cccc(N2CCN(CCNC(=S)Nc3c(C)cccc3C)CC2)c1C	101.0	-0.2
O=c1c2nnn(-c3ccc(Cl)cc3)c2ncn1CCN1CCCCC1	99.0	-0.9
Cc1ccc(N=Cc2ccc3ncccc3c2)c(F)c1	103.0	0.8
COc1ccc2cc3cc(C(=O)NCC4CCN(Cc5cccc(C)c5)CC4)oc3nc2c1	102.0	0.5
CC(C)NC(=S)N(CCc1ccncc1)C(C)C	101.0	-0.2
O=C(O)COc1ccccc1O	98.0	-2.1
N/C(=N\C(=S)Nc1ccccc1)N1CCOCC1	103.0	-0.1
CCCCOc1ccc(C(=O)Nc2cccc(-c3nc4ccccc4o3)c2C)cc1	105.0	0.2
Cc1ccc(NC(=O)CCC(=O)N2CCSc3ccccc32)cc1Cl	107.0	0.1
COc1ccc(Br)cc1CNC(=O)C1CCCN(c2nc3ccccc3o2)C1 (centres undefined)	103.0	0.5
CCC(C)NC(=O)CSc1cc(=O)n(C)c2ccccc12 (centres undefined)	102.0	0.7
Cc1ccccc1OC(=O)c1snnc1C	101.0	-0.2
COC(=O)c1cc(NC(=O)Cn2ncc3c2-c2ccccc2OC3)cc(C(=O)OC)c1	106.0	0.5
Cc1ccc(S(=O)(=O)c2nc(S(=O)(=O)c3ccc(C)cc3)c(NCc3ccco3)s2)cc1	102.0	0
CCOC(=O)c1c(NC(=O)Cc2coc3cc(C)ccc23)sc2c1CCCC2	120.0	0.3
COc1cccc(C(=O)c2cn(CC(=O)Nc3cccc(Cl)c3C)c3nc(C)ccc3c2=O)c1	108.0	0.1
COc1ccccc1-c1coc2cc(OCC(=O)OCC(C)C)ccc2c1=O	103.0	0.3
Cc1ccc2cc(CCNC(=O)c3ccc(Cl)cc3Cl)c(=O)[nH]c2c1	102.0	0.1
Cc1cc(Oc2ccc3c(c2)OCO3)nc2ccccc12	100.0	-0.6
CCc1nn2c(=O)cc(COC(=O)Cc3ccccc3)nc2s1	102.0	-0.9
COc1ccc2c(C)c(CC(=O)NCc3ccccc3Cl)c(=O)oc2c1OC	101.0	-1.2
Cc1cccn2c(=O)cc(COc3ccc(NC(=O)C(C)C)cc3)nc12	101.0	-1.2
COc1ccc(-c2cc(C(F)(F)F)n3nc(C(=O)Nc4cccc(Cl)c4Cl)cc3n2)cc1OC	103.0	0
O=C(Nc1nc(-c2ccccc2)nc2c1C(=O)CCC2)c1ccccc1	114.0	1
COc1ccc(N2C(=O)/C(=C\c3ccco3)N=C2SCC(=O)c2cc(C)n(C)c2C)cc1Cl	106.0	0.1
Oc1ccccc1C1OCC(C2CC=CCC2)CO1 (centres undefined)	104.0	0.9
CC1(C)Cc2ccccc2C(C(Cc2ccccc2)C(N)=O)=N1 (centres undefined)	99.0	-0.5

Full records, looked up by structure.
`COc1ccc2c(C)c(CC(=O)NCc3ccccc3Cl)c(=O)oc2c1OC` is entered as PV pol inh: 101.0; PV pol inh FP z-score: -1.2
`Oc1ccccc1C1OCC(C2CC=CCC2)CO1` (centres undefined) is entered as PV pol inh: 104.0; PV pol inh FP z-score: 0.9
`Cc1cc(Oc2ccc3c(c2)OCO3)nc2ccccc12` is entered as PV pol inh: 100.0; PV pol inh FP z-score: -0.6

Next records follow.
SMILES	PV pol inh	PV pol inh FP z-score
Cc1ccccc1NS(=O)(=O)c1ccc2[nH]cc(C(=O)N3CCCCC3)c(=O)c2c1	101.0	-0.9
COC(=O)c1c(NC(=O)c2cc3ccccc3c(=O)o2)sc2c1CCCC2	108.0	0.5
Cc1cc(NC(=O)C(C)C)nc2c1c(=O)oc1ccccc12	105.0	1
O=C(/C=C/c1ccc(Cl)cc1)OCC(=O)c1ccccc1	102.0	0.3
Cc1ccc(Nc2ccc(NCc3ccccc3)nn2)cc1C	102.0	0.2
Cc1ccc(-c2cc(C(=O)N3C(C)CCCC3C)[nH]n2)cc1 (centres undefined)	104.0	0.9
O=C(NC1CCCCC1)N1CCCCCCC1	102.0	-0.3
CCOC(=O)Cn1c(=O)c2cnc3c(c(C)nn3C)c2n1C	102.0	-0.3
Cc1ccccc1C(=O)c1cccn1CC(=O)NCCCN1CCOCC1	103.0	0.3
Cc1csc(=O)n1CCC(=O)OCC(=O)NC1CCS(=O)(=O)C1 (centres undefined)	100.0	-0.3
COc1ccc(/C(O)=C2\C(=O)C(=O)N(CCCN(C)C)C2c2cc(OC)c(OC)c(OC)c2)cc1Cl (centres undefined)	102.0	0.4
CCc1ccc2oc(C(=O)NCc3ccccc3)cc(=O)c2c1	114.0	1.3
Cc1ccc2c(c1)C(c1ccccc1)CC(C)N2S(=O)(=O)c1cccc(Cl)c1 (centres undefined)	100.0	-0.3
CCN(CC)S(=O)(=O)c1ccc2c(c1)N(CC(=O)NCCc1ccc(OC)c(OC)c1)C(=O)CO2	106.0	0.5
Cc1ccc(F)c(NC(=O)C2CCCCC2C(=O)O)c1 (centres undefined)	102.0	-0.1
O=C(O)CCN1C(=O)/C(=C/c2ccc(-c3ccc(Cl)cc3Cl)o2)SC1=S	106.0	1.4
C=CCNC(=O)C1(c2cccs2)CCOCC1	102.0	-0.3
CC(C)c1ccc(S(=O)(=O)N2CCN(CC(=O)C(C)(C)C)CC2)cc1	101.0	0.3
COC(=O)c1ccc(COC(=O)c2c(C)nn(Cc3ccccc3Cl)c2Cl)o1	98.0	-0.7
Cc1cc2ncn(CCC3CCCCC3)c2cc1C	104.0	0.5
Cc1ccsc1C=Nc1ccccc1C(=O)c1ccccc1	103.0	0.7
COC(=O)c1cc(NCc2ccccc2)ccc1N1CCOCC1	105.0	1
Cc1cccn2c(=O)c(/C=N/NC(N)=O)c(NCc3ccco3)nc12	101.0	0
COc1ccccc1-c1nn(CCC(=O)Nc2cccc(C(C)=O)c2)c2nc(C)cc(C)c12	105.0	-0.4
COc1ccc(NC(=O)C(NC(=O)/C=C\c2ccc3c(c2)OCO3)c2ccc(C)cc2)cc1 (centres undefined)	102.0	-0.2
C(=N\c1sc2c(c1-c1nc3ccccc3s1)CCCC2)/c1ccco1	99.0	-0.5
c1cc2c(cc1NC1CC3CCC1C3)OCO2 (centres undefined)	98.0	-0.6
CN1CCN(C2=Nc3cc(Cl)ccc3Nc3ccccc32)CC1	106.0&102.0&101.0&98.0	1.7&0.6&0.2&-0.3
CSC1=N/C(=C\c2ccc(C)o2)C(=O)S1	104.0	0.5
Cc1ccc2cc3c(nc2c1)N(c1ccc(C(=O)NCc2ccco2)cc1)CC3	103.0	0.3

Screens (PubChem BioAssay)
